Screening results (PubChem BioAssay)
T cell modulator – T cell immune modulation candidate | 2C CD8+ T cell-vesicle binding, flow cytometry; hits give low values | calls only at 7 µM | 330,000 compounds, 0.068% hits;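 active = response, share of CD8 T cells binding vesicles, and their 90th percentile fluorescence all below set limits, cut at about 80% in these data, passing the limit was not always enough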
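Benchmarks: naked versus QL9-loaded vesicles / Assay system: purified 2C TCR transgenic mouse naive CD8+ T cells / Technique: high-throughput flow cytometry with anti-B7-1 and anti-CD8 staining / Timing: Cell–vesicle co-incubation 1.5 h at 37 °C, staining 20 min on ice / Read-out: percent CD8+ FL2 mean versus row control / Probe or stimulus: QL9-loaded Drosophila micro-vesicles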
Rac1 GTP hydrolysis – MgcRacGAP GTPase-activating activity inhibitors, confirmation, biochemical, ADP Hunter fluorescence | MgcRacGAP-stimulated Rac1 GTP hydrolysis, ADP Hunter fluorescence; higher % means a stronger effect; GST-tagged Rac1 F28L mutant substrate | one-dose inhibition, % at 30 µM; IC50 in µM for titrated hits | 340,000 compounds, 0.6% hits;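 active = first-screen hits whose inhibition reached a set limit at any dose in the follow-up dose series; inconclusive = inhibition above the set first-screen limit but never retested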;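 note: fluorescence reports GDP produced by GAP-driven GTP hydrolysis; strong numbers were not always called active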
RSV CPE inhibition – inhibition of RSV-induced cytopathic effect – HEp-2 cells, primary 10 µM value included (AID 2391); HEp-2 cells, RSV-induced CPE inhibition; higher % means a stronger effect; one-dose CPE inhibition, % at 10 µM; IC50 in µM for titrated hits; 310,000 compounds, 0.13% hits; in the data active = a potency from the dose series; inconclusive = CPE inhibition mostly from about 23% at the one dose, without a potency; inactive = the rest, 99 in 100 with CPE inhibition below about 21%; note: strong numbers were not always called active
Salmonella PhoP GFP – inhibitors of PhoP regulon expression, primary screen, Salmonella Typhimurium, GFP reporter (AID 1863) | S. Typhimurium PhoP-regulated promoter GFP reporter, 4 h; higher % means a stronger effect | inhibition, % at 50 µM; hits with a dose series show IC50 in µM | 300,000 compounds, 0.16% hits;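 active = inhibition over 29.93%, a cutoff 3 SD above the screen mean, later confirmed by dose response; inconclusive = inhibition over 29.93% but no dose response follow-up; inactive = inhibition at most 29.93% or unconfirmed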;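 note: 0% = low Mg2+ inducing control and 100% = high Mg2+ repressing control; strong numbers were not always called active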
TNAP activators – human TNAP enzyme activators, primary screen, biochemical, luminescent, no phosphate acceptor, uHTS (AID 1001); purified TNAP, luminescent activation assay, no phosphate acceptor; higher activation fold means a stronger effect; activation fold at 20 µM; hits with a dose series show EC50 in µM; 200,000 compounds, 0.03% hits; in the data active = activation fold from about 3, or a potency from the dose series; inactive = the rest, 99 in 100 with activation fold below about 1.6; note: many of its hits are not listed in these tables
NTR1 agonist – NTR1-driven beta-arrestin-GFP spot formation – imaging, U2OS cells, high content, primary screen (AID 493036); P30989; agonist mode; activation, % at 20 µM; 330,000 compounds, 0.17% hits;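 active = activation at or above 40% of the spot to cytoplasm intensity ratio, with at least 20 cells analyzed; inconclusive = wells under 20 cells, flagged as cytotoxic or low count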;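 note: 0% = DMSO without peptide and 100% = 100 nM NTR1 peptide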
Target sequence (P30989 whole entry, looked up): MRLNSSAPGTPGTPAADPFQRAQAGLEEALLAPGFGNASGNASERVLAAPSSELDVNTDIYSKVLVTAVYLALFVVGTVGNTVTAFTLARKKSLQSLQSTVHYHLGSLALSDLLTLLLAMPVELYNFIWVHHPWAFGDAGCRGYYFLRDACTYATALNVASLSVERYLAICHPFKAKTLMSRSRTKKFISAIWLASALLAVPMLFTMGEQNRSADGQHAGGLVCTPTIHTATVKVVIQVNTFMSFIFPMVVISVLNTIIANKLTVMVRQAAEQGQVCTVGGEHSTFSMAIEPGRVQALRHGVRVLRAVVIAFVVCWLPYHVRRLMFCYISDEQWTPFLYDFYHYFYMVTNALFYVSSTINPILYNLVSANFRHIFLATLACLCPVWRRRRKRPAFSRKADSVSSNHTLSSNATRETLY
Myeloid diff MLP – promotes myeloid progenitor differentiation; ER-HoxA9 myeloid progenitors, lysozyme-GFP differentiation, flow cytometry; AID 624256; 360,000 compounds, 1% hits; calls only at 10 µM;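 active = normalized GFP-positive differentiation at or above the plate's own cutoff, the solvent-only control mean plus 3 SD; inconclusive = no clear call, values can overlap the other calls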;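 note: cells exposed to compound for four days before flow analysis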
K1F lysis inhibition – inhibition of K1F phage lysis, E. coli UTI89, bacterial capsule biogenesis inhibitors, alamar blue (AID 488966); E. coli UTI89 K1F phage lysis, alamar blue, 2 h; higher % means a stronger effect; inhibition, % at 100 µM; hits with a dose series show IC50 in µM; 340,000 compounds, 0.02% hits;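 active = phage lysis inhibition, versus mean bacterial control, above a set limit; inconclusive = no clear call, values can overlap the other calls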;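 note: capsule biogenesis inhibitors block K1F phage lysis so surviving cells raise fluorescence; higher fluorescence means more inhibition of phage lysis; actives were called in the ten point dose series up to 300 µM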
Large T inhibition – SV40 large T antigen inhibitors, biochemical (AID 1903); 310,000 compounds, 0.39% hits; SV40 large T antigen ATPase/helicase inhibition assay; higher % means a stronger effect; inhibition, % at 20 µM, or IC50 in µM where a hit was titrated; in the data active = a potency from the dose series; inconclusive = inhibition mostly from about 32% at the one dose, without a potency; inactive = the rest, 99 in 100 with inhibition below about 32%; note: strong numbers were not always called active
T cell modulator vesicle-bound % – further read-out of T cell modulator, marked with its call; double positive events, %; measured here: CD8+ vesicle-bound cell fraction;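 binding gate set so that unloaded-vesicle control wells show 10% double positive cells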
NTR1 agonist cell count 20 µM – second read-out of NTR1 agonist, no call of its own (marks repeat the call); cell count; measured here: cell count, cytotoxicity flag
Myeloid diff MLP GFP+ MAC1+ % – second read-out of Myeloid diff MLP, no call of its own (marks repeat the call); GFP+ MAC1+ double positive, %; measured here: differentiation confirmed by MAC1 staining
Starred values were filed as active, the others as inactive; i = inactive; ? = inconclusive; . = not tested or not shown; + = active, no number; & = joins results of further samples; ! = not active in a repeat; [ ] = another dose, or the depositor's remark.

SMILES	T cell modulator	T cell modulator vesicle-bound %	Rac1 GTP hydrolysis	RSV CPE inhibition	Salmonella PhoP GFP	TNAP activators	NTR1 agonist	NTR1 agonist cell count 20 µM	Myeloid diff MLP	Myeloid diff MLP GFP+ MAC1+ %	K1F lysis inhibition	Large T inhibition
COc1ccc(OCC(=O)Nc2cccc(NC(=O)c3ccco3)c2)cc1	i	54	15%	3.0%	.	1.1	0.5	73	i	0.5	0.1%	.
COc1ccccc1NC(=O)c1nn(-c2ccc(Cl)cc2)ccc1=O	i	45	4%	4.9%	16%	1	-1.4	48	i	0.8	0.5%	-3%
COc1ccc(NC(=O)CNc2cc(C)ccc2C)cc1S(=O)(=O)N1CCOCC1	i	41	2%	0.3%	.	.	4.3	50	i	0.6	0.6%[50 µM]	.
CN(CCCNC(=O)c1cc2c(=O)[nH]c3ccccc3c2n1C)Cc1ccccc1	i	54	13%	-2.2%	-1%	1.1	-0.1	47	i	0.1	2.4%	4%
COc1ccc(OC)c(-c2csc(NC(=O)C3=NN(c4ccccc4)C(=O)CC3)n2)c1	i	34	2%	17%	3%	1	7.0	33	i	0.7	-0.5%	4%
Cc1ccc(C(c2nnnn2C2CCCCC2)N2CCc3ccccc32)cc1 (stereo not given)	i	33	5%	10%	2%	1.1	0.4	54	i	0.6	1.9%	12%
CC(C)(C)c1ccc(OCCC(=O)NNC(=O)c2ccccc2)cc1	i	30	6%	-2.0%	-3%	.	-0.3	71	i	0.9	0.9%[50 µM]	78%
Cc1nn(-c2ccccc2)c(N2CCCC2)c1/C=N/NC(=O)c1cccc(S(=O)(=O)Nc2ccc(Cl)cc2)c1	i	46	7%	?	18%	0.9	8.7	68	+	2.0*	0.4%	10%
CCOC(=O)C1(CCOc2ccccc2)CCN(Cc2ccc3nonc3c2)CC1	i	19	-10%	8.3%	-1%	1.1	2.3	41	i	0.1	-0.4%	6%
O=C(Nc1ccncc1)c1cccc(S(=O)(=O)N2CCCC2)c1	i	65	7%	5.3%	-4%	.	-0.7	56	i	2.5	0.0%	9%
Cc1cccc(NC(=O)C2CCN(S(=O)(=O)c3cccs3)CC2)c1	i	10	4%	1.0%	-1%	1	-0.2	79	i	0.8	0.1%	1%
O=C(NC1CCCCC1)C1CCN(C(=O)c2ccccc2Cl)CC1	i	36	2%	1.4%	-6%	.	-0.3	61	i	5.4	0.2%	11%
O=C(N/N=C/c1ccc([N+](=O)[O-])o1)c1cn(-c2ccccc2)nc1-c1ccc(Cl)cc1	i	53	11%	0.6%	-3%	1.1	17	71	i	0.2	0.3%	3%
COc1ccccc1NC(=S)NCCc1ccc(OC)c(OC)c1	i	52	-7%	0.7%	-3%	.	2.0	76	i	0.9	-0.2%	8%
COc1ccccc1/C=N/NC1=NCCCCC1	i	6	5%	-0.2%	-5%	1.1	-0.3	53	i	4.6	0.3%	12%
Nc1scc2c(C(=O)O)nn(-c3ccccc3)c(=O)c12	i	31	?	-0.9%	.	.	-1.4	66	i	3.8	-0.7%	.
Cn1cc(SCC(=O)NCC2CCCO2)c2ccccc21 (stereo not given)	i	39	-5%	-0.3%	14%	1.1	-4.3	54	i	1.4	0.2%	6%
Clc1ccc(-n2nnnc2-c2ccccc2)cc1	i	38	9%	1.5%	-12%	1.1	0.1	73	i	1.2	2.1%	0%
Cn1c(Nc2cccc(Cl)c2)nc2ccccc21	i	12	2%	18%	2%	.	1.6	56	i	0.0	0.2%	1%
COc1cc(C2CC(c3cccs3)=NN2C(=O)CCl)ccc1OC(F)F (stereo not given)	i	23	5%	-2.5%	3%	.	27	59	?	.	-0.9%	7%
C[C@H](CO)N1C[C@H](C)[C@@H](CN(C)Cc2ccc(C(=O)O)cc2)Oc2c(NS(=O)(=O)c3ccccc3)cccc2C1=O	i	1	6%	.	.	.	-2.9	49	i	1.3	0.7%	.
CCN1CCN(c2ccc(S(=O)(=O)N3CCCCC3)cc2NC(=O)c2cccc(C(F)(F)F)c2)CC1	i	42	-1%	-1.0%	-5%	.	1.0	62	i	0.9	2.5%[50 µM]	8%
CCC1(c2ccccc2)NC(=O)N(CC(=O)Nc2cc(S(=O)(=O)N3CCCCC3)ccc2OC(C)C)C1=O (stereo not given)	i	18	2%	1.4%	5%	.	1.8	66	i	0.3	2.7%[50 µM]	12%
CCn1cc(CNC(=O)c2ccc3nc(Cc4ccccc4F)oc3c2)cn1	i	20	10%	2.4%	3%	.	0.4	69	i	5.2	0.7%	8%
O=C(O)c1cc(-c2ccco2)nc2ccc(Br)cc12	i	60&48	?	0.0%&1.8%	-10%&-16%	1&1	-0.3&0.7	58&70	i	1.3&2.4	-0.3%	79µM*!
(continued)
SMILES	T cell modulator	T cell modulator vesicle-bound %	Rac1 GTP hydrolysis	RSV CPE inhibition	Salmonella PhoP GFP	TNAP activators	NTR1 agonist	NTR1 agonist cell count 20 µM	Myeloid diff MLP	Myeloid diff MLP GFP+ MAC1+ %	K1F lysis inhibition	Large T inhibition
COc1ccc(/C(N)=N/OC(=O)c2ccc([N+](=O)[O-])c(C)c2)cc1OC	i	60	0%	1.1%	-9%	1	3.8	75	i	0.1	-0.2%	1%
O=C(N/N=C/c1cc2c3c(c1O)CCCN3CCC2)c1ccccc1O	.	.	28%	.	138µM*	1.8	.	.	i	0.3	0.0%	5%
O=C(COC(=O)c1c(F)cccc1F)NCCNC(=O)COC(=O)c1c(F)cccc1F	i	38	9%	2.7%	-1%	.	1.2	52	i	1.3	0.1%	5%
Fc1ccc(CN2CCN(c3ncnc4scc(-c5ccccc5)c34)CC2)cc1	i	17	.	12%	9%	.	12	100	i	0.8	0.5%	8%
CCCNC(=S)N(Cc1cc2cc(C)ccc2n2nnnc12)CC(C)(C)CN(C)C	i	55	14%	-1.7%	13%	.	3.0	65	i	0.1	1.1%	1%
COc1ccc(OC)c(C(=O)c2oc3ccccc3c2NC(C)=O)c1	i	26	3%	1.5%	14%	1.1	0.9	93	i	1.1	0.1%	-5%
CCN(CC)C(=O)[C@H]1C[C@H](CC(=O)NC(C)(C)C)C(=O)N2CCc3c([nH]c4cc(-c5ccco5)ccc34)[C@]12C	.	.	8%	.	.	.	3.1	49	+	2.0*	-0.2%	.
CCN(CC)c1ccc(/C=N/Nc2nc(C)cc(=O)[nH]2)c(O)c1	i	16	22%	3.8%	6%	2.7	3.4	45	?	.	0.4%	?
Nc1c(Cl)cc(-c2csc(NCCc3nc4cc(Cl)c(Cl)cc4n3CCCO)n2)cc1Cl	i	23	8%	6.7%	.	.	-1.7	87	i	1.2	0.6%	4%
C=CCn1c(CCNC(=O)C(C)(C)C)nc2ccccc21	i	12	6%	0.1%	-3%	1	4.5	69	i	0.6	0.1%	2%
CCCNC(=O)CN1C(=O)NC(CCc2ccccc2)C1=O (stereo not given)	i	31	0%	3.0%	-12%	1	0.9	42	i	0.0	1.0%	10%
Cc1ccc(Cl)cc1N1CCN(S(=O)(=O)c2cc3c(cc2C)NC(=O)CO3)CC1	i	31	-5%	8.0%	.	.	12	53	i	2.3	-1.0%	7%
Cn1cncc1C#Cc1c(-c2ccsc2)sc2ccccc12	i	24	6%	.	.	.	9.1	52	i	1.4	1.4%	.
COc1ccc(OC)c(NC(=O)C(C)Oc2ccc(Br)cc2)c1 (stereo not given)	i	58	.	4.0%	-4%	1.2	3.3	45	i	0.3	.	2%
CCn1c(C)nc2cc(C(=O)NNC(=O)c3ccc(C)cc3)ccc21	i	44	2%	1.1%	.	.	2.5	49	i	1.5	0.9%[50 µM]	.
C/C(=N\NC(=O)c1cc(O)cc(O)c1)c1ccc(NC(=O)Cc2ccccc2)cc1	i	59	16%	0.7%	1%	.	0.5	67	i	1.3	0.1%	20%
CN(C)/C=C/C(=O)c1ccc(S(=O)c2ccccc2)cc1 (stereo not given)	i	16	-2%	-0.1%	-4%	1	-0.3	35	i	0.2	0.7%	12%
CCOc1ccc(NC(=O)CCn2c(=O)[nH]c3ccsc3c2=O)cc1	i	58	7%	-0.2%	-2%	1.1	-1.5	76	i	0.0	0.2%	10%
O=c1cc[nH]c2c(Cl)cccc12	i	62	7%	2.1%	-5%	.	-0.4	77	i	0.2	0.0%	2%
CC(=O)c1ccc(N2CCCCCC2)c(F)c1	i	46	17%	1.2%	9%	1.2	0.6	55	i	0.4	0.3%	2%
COc1ccc2c(c1OC)CN1CCc3cc4c(cc3[C@@H]1[C@@H]2O)OCO4	i	42	13%	2.5%	-1%	1.1	-2.7	91	+	14*	1.5%	8%
COc1ccc(OC)c(NC(=O)CSc2ncccc2C(=O)O)c1	i	47	10%	1.4%	-16%	1.1	0.2	58	i	0.7	0.3%	8%
Cc1cc(=O)oc2cc(NC(=O)c3ccc(OC(F)F)cc3)ccc12	i	48	6%	1.7%	10%	.	0.3	54	i	0.4	0.1%	6%
CCC[C@@H](CN1CCC[C@H]1CN1C(N)=NC[C@@H]1Cc1ccccc1)N1C[C@@H]([C@H](C)CC)N(CCCC2CCCC2)C1=N	i	14	12%	.	.	.	5.4	54	i	1.3	?	.

Among those listed so far, these contain an aryl thioether with sulfur outside any ring:
SMILES	T cell modulator	T cell modulator vesicle-bound %	Rac1 GTP hydrolysis	RSV CPE inhibition	Salmonella PhoP GFP	TNAP activators	NTR1 agonist	NTR1 agonist cell count 20 µM	Myeloid diff MLP	Myeloid diff MLP GFP+ MAC1+ %	K1F lysis inhibition	Large T inhibition
Cn1cc(SCC(=O)NCC2CCCO2)c2ccccc21 (stereo not given)	i	39	-5%	-0.3%	14%	1.1	-4.3	54	i	1.4	0.2%	6%
COc1ccc(OC)c(NC(=O)CSc2ncccc2C(=O)O)c1	i	47	10%	1.4%	-16%	1.1	0.2	58	i	0.7	0.3%	8%

Rows were taken by chance; about 2.3% have a hit in one of these screens.
